# CXCR6 inh: CXCR6 receptor inhibitors, primary screen, cell-based, beta-arrestin, luminescence, CHO-K1 PathHunter, 1536-well; C-X-C chemokine receptor type 6 (Homo sapiens), O00574; inhibition, % at 20 µM; 360,000 tested, 0.36% active; AID 602244, 2012; in the data active means inhibition above about 34%, passing the limit was not always enough;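 further: antagonist mode with CXCL16 agonist at 10 nM final; 0% = 10 nM CXCL16 with DMSO and 100% = unstimulated wells without agonist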
# APJ agonist: agonists of human apelin receptor APJ, primary screen, CHO-K1 cells, PathHunter beta-arrestin, luminescence | P35414 | 0% DMSO wells, 100% apelin | activation, % at 20 µM | 330,000 tested, 0.11% active | AID 2520, 2010;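 active means activation more than six SD over the plate average, tested at 20 µM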;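 further: 0% = DMSO alone and 100% = apelin-13 at 10 nM; some results filed as inactive read as strong as hits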
#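 Assay system: engineered CHO-K1 APJ arrestin reporter cells; Amount: 1000 CHO-K1 reporter cells seeded per well; Dosing: one dose, 20 µM compound, 1% DMSO; Times: compound stimulation 90 min at 25 °C, detection 60 min; Measured by: luminescent beta-gal fragment complementation, chemiluminescent substrate; Read-out: APJ–arrestin association signal; Controls: DMSO vs Apelin-13 10 nM.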
# UBC13 polyUb: UBC13 polyubiquitin chain formation inhibitors, primary screen, biochemical, TR-FRET, uHTS; Ubiquitin-conjugating enzyme E2 N (Homo sapiens), P61088; inhibition, % at 20 µM; 330,000 tested, 0.47% active; AID 485273, 2010; in the data active means inhibition above about 45%, passing the limit was not always enough
# Target sequence (P61088 whole entry, looked up): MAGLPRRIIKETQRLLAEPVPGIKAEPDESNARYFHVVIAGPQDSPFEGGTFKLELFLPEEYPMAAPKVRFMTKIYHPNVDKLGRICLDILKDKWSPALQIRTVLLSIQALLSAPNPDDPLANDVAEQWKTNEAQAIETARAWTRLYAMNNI
# EBI2 antag: EBI2 receptor antagonists, beta-arrestin recruitment, primary screen, cell-based, luminescence, 7a,25-OHC stimulation, uHTS. G-protein coupled receptor 183 (Homo sapiens), P32249. 7a,25-OHC stimulated. inhibition, % at 5 µM. 360,000 tested, 0.81% active. AID 651636, 2012; in the data active means inhibition above about 38%;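 further: enzyme fragment complementation signal reports receptor beta-arrestin coupling in cells; 0% = agonist plus DMSO wells and 100% = wells without agonist; some results beyond the cut were filed as inactive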
# Target sequence (P32249 whole entry, looked up, the tested form may be a part): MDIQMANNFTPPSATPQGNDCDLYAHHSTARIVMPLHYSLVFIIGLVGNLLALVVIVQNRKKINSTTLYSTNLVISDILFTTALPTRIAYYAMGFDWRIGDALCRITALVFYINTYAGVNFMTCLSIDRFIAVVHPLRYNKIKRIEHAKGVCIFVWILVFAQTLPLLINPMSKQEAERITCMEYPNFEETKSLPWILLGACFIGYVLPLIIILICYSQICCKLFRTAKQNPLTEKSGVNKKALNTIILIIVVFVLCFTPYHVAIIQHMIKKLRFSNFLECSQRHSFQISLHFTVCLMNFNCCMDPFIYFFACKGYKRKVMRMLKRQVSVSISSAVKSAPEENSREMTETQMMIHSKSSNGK
# Gli-Sufu block: Gli-Sufu pathway antagonists, primary screen, luciferase luminescence, Sufu-KO-LIGHT cells, uHTS; 340,000 tested, 0.74% active; Sufu-KO-LIGHT fibroblasts, Gli luciferase reporter luminescence; AID 588413, 2011; inhibition, % at 5 µM;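 active means inhibition above about 55%, limit read from the data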;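 further: 0% = DMSO-treated cells and 100% = wells with medium but no cells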
# ATG4B inhibitor: ATG4B protease inhibitors, primary screen, biochemical, fluorescence, uHTS | Cysteine protease ATG4B (Homo sapiens), Q9Y4P1 | ATG4B cleavage of LC3-PLA2, NBD-HPC fluorescence, 1 h | inhibition, % at 8.33 µM | 340,000 tested, 0.51% active | AID 504462, 2011; in the data active means inhibition above about 40%
# Target sequence (Q9Y4P1 whole entry, looked up): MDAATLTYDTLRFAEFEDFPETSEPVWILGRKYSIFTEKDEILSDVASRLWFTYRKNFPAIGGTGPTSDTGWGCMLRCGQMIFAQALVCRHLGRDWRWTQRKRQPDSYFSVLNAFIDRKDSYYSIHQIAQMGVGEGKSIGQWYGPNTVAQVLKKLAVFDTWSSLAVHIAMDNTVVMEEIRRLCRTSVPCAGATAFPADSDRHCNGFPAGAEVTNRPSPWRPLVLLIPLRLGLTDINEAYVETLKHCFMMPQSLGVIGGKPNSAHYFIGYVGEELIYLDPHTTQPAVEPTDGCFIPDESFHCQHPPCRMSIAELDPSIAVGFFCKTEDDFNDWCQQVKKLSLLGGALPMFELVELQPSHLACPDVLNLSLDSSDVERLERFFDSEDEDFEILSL
# CCR6 antag: CCR6 receptor antagonists, primary screen, cell-based, CHO-K1, luminescence, beta-arrestin, uHTS. C-C chemokine receptor type 6 (Homo sapiens), P51684. CHO-K1 CCR6 PathHunter beta-arrestin, CCL20-stimulated. inhibition, % at 20 µM. 340,000 tested, 0.49% active;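 active means compounds whose inhibition of the agonist-driven luminescence signal at 20 µM reaches about 50%, limit read from the data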;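 further: cells stimulated with CCL20 at 14 nM final; plate controls were DMSO with CCL20 for no effect and DMSO without agonist for full effect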
# APJ antag: antagonists of human apelin receptor APJ, primary screen, CHO-K1 cells, beta-arrestin complementation, luminescence. inhibition, % at 20 µM. 330,000 tested, 0.32% active. AID 2521, 2010. P35414;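 active means inhibition above about 40% at 20 µM, limit read from the data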;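 further: cells challenged with 10 nM apelin-13 agonist together with compound; plate controls were apelin-13 plus DMSO wells for no effect and DMSO wells lacking apelin-13 for full effect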
# Active calls of the source: *; nt = no result given; & = joins results of further samples.
1	O=C(Oc1ccc(-n2cnnn2)cc1)c1ccco1
2	COc1cccc(-c2noc(C(C)n3nc(C)c([N+](=O)[O-])c3C)n2)c1 (stereo unspecified)
3	COc1cccc(C(=O)NN2CC(O)=C(c3nc4ccccc4s3)C2=N)c1
4	CN(C)CCN1CC(O)=C(c2nc3ccccc3s2)C1=N
5	O=S(=O)(/N=C(/Nc1cccnc1Cl)c1ccccc1)c1ccccc1
6	COc1ccccc1CNC(=O)CN1C(=O)COc2ccc(S(=O)(=O)N3CCCCC3)cc21
7	COc1ccc(C(=O)Nc2cccc(C(C)=O)c2)cc1S(=O)(=O)N1CCOCC1
8	COc1ccc(-c2nc3ccncc3[nH]2)cc1OC
9	COc1cccc(C(=O)CSc2nnc(-c3cccs3)o2)c1
10	OCCC1CN(Cc2cnc(-c3ccc(Cl)cc3)nc2)CCN1C1CCCC1 (stereo unspecified)

Compound	1	2	3	4	5	6	7	8	9	10
CCR6 antag	-8	0	8	5	3	10	3	-10	9	9
CXCR6 inh	5	2	3	4	-2	9	-16	9	4	-5
APJ antag	-22	4	-5	-4	9	-3	-7	7	16	7
EBI2 antag	-2	-5	6	1	-10	7	0	5	-11	-1
UBC13 polyUb	2	4	-4	-2	-7	4	-3	11	4	6
ATG4B inhibitor	-11	0	5	-4	-3	-2	-14	1	-6	2
Gli-Sufu block	3	-18	2	2	6	8	21	3	1	-3
APJ agonist	8	-1	1	-1	-1	-4	0	-2	1	-3

11	Cc1cccc(NC(=S)N/C(=N/S(=O)(=O)c2ccccc2)c2ccccc2)c1
12	Cc1noc(C)c1C(=O)N1CCC(C(=O)c2ccccc2)CC1
13	CCOC(=O)Cc1c(C)nc2c(C#N)c(C)nn2c1C
14	COc1ccc(C(=O)NCC(=O)Nc2cccc(S(=O)(=O)NCc3ccco3)c2)cc1OC
15	CC1=C(C(N)=O)C(c2ccccc2)n2nc(-c3ccncc3)nc2N1 (stereo unspecified)
16	Cc1ccc(/C=N/NC(=O)c2cccnc2)o1
17	Cc1ccc(C(=O)NCCCNC(=O)c2ccc(Cl)cc2)cn1
18	Cc1ccc(NC(=O)NC2CC(=O)N(c3ccc4c(c3)OCCO4)C2)cc1F (stereo unspecified)
19	OC(COC(c1ccc(Cl)cc1)c1ccc(Cl)cc1)CN1CCc2ccccc2C1 (stereo unspecified)
20	COc1ccc(-n2ncc(C(=O)NC3CC3)c2C2CCN(C(=O)OC(C)(C)C)CC2)cc1

Compound	11	12	13	14	15	16	17	18	19	20
CCR6 antag	18&12	-1	0	8	4	6	6	5	15	10
CXCR6 inh	7&17	6	2	8	-3	3	-7	8	5	1
APJ antag	16	-7	-2	-6	-3	11	17	-46	21	9
EBI2 antag	0&2	-5	-8	-2	-2	1	-13	1	22	-2
UBC13 polyUb	4	-2	18	-4	0	0	4	3	23	-10
ATG4B inhibitor	-4&1	-7	-12	-14	-5	1	-2	-5	16	-8
Gli-Sufu block	-21&-8	6	10	-1	11	5	-24	-13	28	-8
APJ agonist	-3	2	-6	1	12	-1	1	-2	-2	10

# The closing two records of the section above come first, to join the parts.
19	OC(COC(c1ccc(Cl)cc1)c1ccc(Cl)cc1)CN1CCc2ccccc2C1 (stereo unspecified)
20	COc1ccc(-n2ncc(C(=O)NC3CC3)c2C2CCN(C(=O)OC(C)(C)C)CC2)cc1
21	C=CCN(C(=O)c1csnn1)C(C(=O)NC1CCCC1)c1c(F)cccc1Cl (stereo unspecified)
22	COc1cccc(C(=O)Nc2nnc(-c3cccs3)s2)c1
23	O=C(Nc1cccnc1)c1ccc(-c2cc(Cl)ccc2Cl)o1
24	O=C(CSc1nnc(SCc2ccccc2Cl)s1)N/N=C/c1ccc(C(=O)O)cc1
25	O=C1CC(C(=O)Nc2nccs2)C(c2ccccc2)O1 (stereo unspecified)
26	O=C(NC(c1ccccc1)C(Cl)(Cl)Cl)c1ccccc1 (stereo unspecified)
27	COC(=O)c1ccccc1NC(=O)CN1CCC(n2nnc3cc(C(F)(F)F)ccc32)CC1
28	O=C(Nc1ccccc1)C1=C[C@H](c2ccc3c(c2)OCO3)C[C@H](OCc2ccc(CO)cc2)O1
29	COc1ccc(OCC(=O)Nc2c(C(=O)N(CCN(C)C)Cc3ccco3)oc3ccccc23)cc1
30	CNc1nc(N)c(C(=O)C23CC4CC(CC(C4)C2)C3)s1

Compound	19	20	21	22	23	24	25	26	27	28	29	30
CCR6 antag	15	10	1	-15	12	6	19	16	9	18	20	-7
CXCR6 inh	5	1	0	-2	3	7	0	-9	4	-5	4	1
APJ antag	21	9	0	-12	-9	2	12	9	21	-19	8	2
EBI2 antag	22	-2	3	-17	12	1	-10	4	14	5	6	8
UBC13 polyUb	23	-10	0	13	10	-4	5	8	10	-44	9	-1
ATG4B inhibitor	16	-8	5	-8	-37	19	-6	-1	-5	11	-3	17
Gli-Sufu block	28	-8	-29	-3	5	-9	35	2	11	-3	29	2
APJ agonist	-2	10	-4	-3	4	-4	-4	-1	-4	-5	-5	-6

# Reprinted from the part before: 4 entries, then new ones.
27	COC(=O)c1ccccc1NC(=O)CN1CCC(n2nnc3cc(C(F)(F)F)ccc32)CC1
28	O=C(Nc1ccccc1)C1=C[C@H](c2ccc3c(c2)OCO3)C[C@H](OCc2ccc(CO)cc2)O1
29	COc1ccc(OCC(=O)Nc2c(C(=O)N(CCN(C)C)Cc3ccco3)oc3ccccc23)cc1
30	CNc1nc(N)c(C(=O)C23CC4CC(CC(C4)C2)C3)s1
31	O=C(CSc1nnnn1-c1ccc2c(c1)OCCO2)N1CCN(C(=O)c2ccco2)CC1
32	COc1cccc(N2CCN(C3CC(=O)N(c4cccc(Cl)c4)C3=O)CC2)c1 (stereo unspecified)
33	COc1cccc(Nc2nc(NCC3CCCO3)c3ccccc3n2)c1 (stereo unspecified)
34	COc1ccccc1-c1nnc(NC(=O)C(C)SC2=NCCS2)s1 (stereo unspecified)
35	O=S(=O)(Nc1ccc(N2CCOCC2)cc1)c1ccc(F)cc1
36	COc1ccccc1-c1c(C)nn2c(C)cc(C)nc12
37	Cc1cc(Cl)c(S(=O)(=O)NCCC(=O)O)cc1OCC(N)=O
38	CCOC(=O)C1(CCCc2ccccc2)CCN(C(=O)CCc2cnn(C)c2)CC1
39	CC(=O)Nc1ccc(NC(=S)Nc2ccccc2)cc1
40	CCN1CCC(O)(C#Cc2ccccc2)CC1

Compound	27	28	29	30	31	32	33	34	35	36	37	38	39	40
CCR6 antag	9	18	20	-7	15	6	1	8	1	-4	-4	13	11	9
CXCR6 inh	4	-5	4	1	-5	2	-8	5	-14	-2	-2	4	-8	-6
APJ antag	21	-19	8	2	7	8	-12	11	-9	21	-14	8	20	14
EBI2 antag	14	5	6	8	-3	-7	-14	-3	4	-8	-10	4	-2	11
UBC13 polyUb	10	-44	9	-1	-3	7	42	2	10	-4	-7	-6	-3	4
ATG4B inhibitor	-5	11	-3	17	0	-12	6	-7	-6	-4	1	-4	-1	3
Gli-Sufu block	11	-3	29	2	-7	nt	47	-3	24	1	-5	3	24	-5
APJ agonist	-4	-5	-5	-6	-3	-5	14*	-1	0	-4	0	-2	-2	1

41	Cc1cccc(Cc2nnc(CCC(=O)N(C)C3CCOC3)o2)c1 (stereo unspecified)
42	O=C(NNc1cccc(Cl)n1)c1ccc(Cl)cc1Cl
43	Cc1c(NC(=O)c2ccco2)cccc1C(=O)NN1C(=O)c2ccccc2C1=O
44	O=C(CSc1n[nH]c(-c2ccccc2)n1)NC(=O)NCc1ccco1
45	CCCN1CCN(c2nc3c([nH]2)c(=N)ncn3CC(O)CO)CC1 (stereo unspecified)
46	C/C(=N\NC(=O)CNc1cccc2ccccc12)c1ccccc1
47	Fc1ccc(Cn2cccc2C2=NC(c3ccccc3)CO2)cc1 (stereo unspecified)
48	Cc1cccc(C)c1NC(=O)CN1CCCC1
49	COC(=O)c1cc2sccc2n1Cc1nc(-c2cccc(Cl)c2)oc1C
50	Clc1ccc(/C=N/Nc2ccccn2)cc1

Compound	41	42	43	44	45	46	47	48	49	50
CCR6 antag	14	7	-4	5	-5	-6	19	9	3	-2
CXCR6 inh	6	2	0	-3	2	3	9	-4	9	-2
APJ antag	-6	4	-14	nt	7	-49	-6	18	26	2
EBI2 antag	-7	7	-8	-8	-6	9	-5	5	10	-9
UBC13 polyUb	4	-9	2	nt	5	1	4	6	-5	-9
ATG4B inhibitor	0	-2	-10	-5	-5	-2	2	2	1	-8
Gli-Sufu block	-5	-20	-5	13	3	4	-13	28	3	-53
APJ agonist	-1	-1	-2	nt	-4	-1	0	1	-2	0

51	COc1ccccc1N(CC(=O)NC1CCCCC1)C(=O)Cn1nnc(-c2ccc(C)o2)n1
52	COc1ccc(N(CC(=O)NCCSC(C)(C)C)S(C)(=O)=O)c(OC)c1
53	COc1ccccc1CNC(=O)COC(=O)CSc1ccc(C)c(C)c1
54	CCCOc1ccc(/C=N/Nc2ccccc2[N+](=O)[O-])c(OCCC)c1
55	Cc1nnsc1C(=O)N/N=C/c1cccc(C(F)(F)F)c1
56	O=c1cc(-c2ccccc2)c2ccc(O)c(CN3CCCCC3)c2o1
57	COc1cccc(CC(=O)Nc2cc(S(=O)(=O)N3CCOCC3)ccc2N2CCOCC2)c1
58	CNS(=O)(=O)c1cc(-c2nnc(Nc3ccc(CC(N)=O)cc3)c3ccccc23)ccc1C
59	CCOc1cc(/C=C2\NC(=S)N(c3c(C)n(C)n(-c4ccccc4)c3=O)C2=O)ccc1O
60	COc1ccc(Cl)cc1S(=O)(=O)N1CCCc2ccccc21

Compound	51	52	53	54	55	56	57	58	59	60
CCR6 antag	11	6	2	10	10	5	6	11	24	10
CXCR6 inh	0	-4	-25	11	-19	-1	-1	0	10	7
APJ antag	8	10	4	17	-12	14	-1	17	-29	19
EBI2 antag	-2	-2	0	2	7	7	-2	-16	-14	-1
UBC13 polyUb	3	2	4	-99	0	8	-1	-8	-16	3
ATG4B inhibitor	-6	-9	5	-8	4	2	-7	91*	-12	-6
Gli-Sufu block	6	4	-2	8	2	-22	8	0	-8	0
APJ agonist	-2	-6	-1	-2	-1	-2	-1	-2	4	0

61	c1ccc(CCSc2nccn2-c2ccccc2)cc1
62	CCc1cc(=O)[nH]c(SCCC(F)=C(F)F)n1
63	Cc1nnsc1C(=O)NNc1c(Cl)cccc1Cl
64	O=C(N/N=C/c1ccc2c(c1)OCO2)c1ccc(COCC(F)(F)C(F)F)cc1

Compound	61	62	63	64
CCR6 antag	1	-7	4	5
CXCR6 inh	5	10	2	1
APJ antag	3	-3	5	-8
EBI2 antag	6	-13	-16	3
UBC13 polyUb	4	-5	2	-3
ATG4B inhibitor	7	-15	-2	-3
Gli-Sufu block	-110	5	4	-3
APJ agonist	-1	2	-3	2

# Part of the list above in another layout:
# Order of values: CCR6 antag | CXCR6 inh | APJ antag | EBI2 antag | UBC13 polyUb | ATG4B inhibitor | Gli-Sufu block | APJ agonist
61. c1ccc(CCSc2nccn2-c2ccccc2)cc1
    1 | 5 | 3 | 6 | 4 | 7 | -110 | -1
62. CCc1cc(=O)[nH]c(SCCC(F)=C(F)F)n1
    -7 | 10 | -3 | -13 | -5 | -15 | 5 | 2
